Fh CTSL1 inh – cathepsin L1 inhibition, PFM18AAP counter-screen; inhibition, % at 5.96 µM; actives 0.49% (n = 300,000); recombinant F. hepatica cathepsin L1, Z-Leu-Arg-MCA fluorescence;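 active = inhibition above the mean of all tested compounds plus 3 SD, set per screening campaign, cut at about 17% in these data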;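 note: 0% = plate median of test compound wells and 100% = 1 µM Z-Phe-Ala-diazomethylketone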
GASC-1 inh – blocks human GASC-1 demethylase activity; Q9H3R0; GST-JMJD2C(1-420) H3K9me3 demethylation, DELFIA europium; inhibition, % at 2.35 µM; actives 0.069% (n = 330,000); AID 2099;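 active = more than half of a compound's replicate wells show inhibition beyond 50%, single wells judged on their own value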;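 note: signal counts dimethyl H3K9 product captured on neutravidin plate; 0% = median of DMSO wells and 100% = 0.3 times that DMSO median; strong numbers were not always called active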
HCV core dimer – blocks dimerization of HCV core protein; AID 1899; inhibition, % at 5 µM; actives 0.33% (n = 300,000); TR-FRET GST/Flag-core106 dimerization, 1536-well;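 active = inhibition above the mean of all tested compounds plus 3 SD, set per screening campaign, cut at about 45% in these data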
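System: GST/Flag-tagged HCV core106 proteins. Incubation: compound-protein-antibody incubation 4 h at 22.5 °C. Technique: HTRF with 340 nm excitation, 617/671 nm emission. Medium: KF-containing HEPES buffer, pH 7.45, DTT, CHAPS, BSA. Read-out: inhibition (%) from 671 over 617 nm ratio. Also added: Eu(K)-anti-GST 90 ng/mL plus XL665-anti-Flag 1 µg/mL.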
Yeast superoxide – lowers age-related superoxide in aged yeast cells; S. cerevisiae aged cells, superoxide DHE fluorescence; hits give low values; actives 0.18% (n = 330,000); superoxide response (% of plate mean), % at 10 µM;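 active = superoxide response under a set limit, about three screen SD below normal, cut at about 65% in these data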;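 note: yeast aged for seven days with compound at 30 °C before DHE staining; 100% = average MFI of all compound-treated wells on the plate with controls excluded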
EBNA-1 inh – blocks EBNA-1 binding to DNA; EBNA-1 DNA binding, fluorescence polarization; inhibition, % at 14.8 µM; actives 0.34% (n = 300,000); AID 1950; in the data active = inhibition above about 28%
ZTA DNA inh – counter-screen for EBNA-1 inhibitors: inhibitors of Epstein-Barr virus ZTA | P03206 | ZTA-DNA binding, fluorescence polarization | inhibition, % at 11 µM | actives 0.15% (n = 320,000) | AID 2234; in the data active = inhibition above about 33%
Target sequence (P03206 whole entry, looked up): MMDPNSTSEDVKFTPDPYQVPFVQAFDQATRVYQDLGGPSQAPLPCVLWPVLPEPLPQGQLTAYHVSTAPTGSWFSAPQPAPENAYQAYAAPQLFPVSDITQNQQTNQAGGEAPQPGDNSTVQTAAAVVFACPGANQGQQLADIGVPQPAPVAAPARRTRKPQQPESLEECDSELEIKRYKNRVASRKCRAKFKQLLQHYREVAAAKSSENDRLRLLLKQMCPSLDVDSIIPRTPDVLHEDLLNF
PP5 inh – inhibitors of human protein phosphatase 5 (PP5); purified PP5c, OMFP substrate fluorescence; inhibition, % at 6.7 µM; actives 0.18% (n = 320,000);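 active = inhibition above the campaign's mean inhibition across all tested compounds plus 3 SD, cut at about 9.5% in these data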;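 note: 0% = DMSO only and 100% = 100 µM cantharidin control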
Target sequence (P53041 whole entry, looked up): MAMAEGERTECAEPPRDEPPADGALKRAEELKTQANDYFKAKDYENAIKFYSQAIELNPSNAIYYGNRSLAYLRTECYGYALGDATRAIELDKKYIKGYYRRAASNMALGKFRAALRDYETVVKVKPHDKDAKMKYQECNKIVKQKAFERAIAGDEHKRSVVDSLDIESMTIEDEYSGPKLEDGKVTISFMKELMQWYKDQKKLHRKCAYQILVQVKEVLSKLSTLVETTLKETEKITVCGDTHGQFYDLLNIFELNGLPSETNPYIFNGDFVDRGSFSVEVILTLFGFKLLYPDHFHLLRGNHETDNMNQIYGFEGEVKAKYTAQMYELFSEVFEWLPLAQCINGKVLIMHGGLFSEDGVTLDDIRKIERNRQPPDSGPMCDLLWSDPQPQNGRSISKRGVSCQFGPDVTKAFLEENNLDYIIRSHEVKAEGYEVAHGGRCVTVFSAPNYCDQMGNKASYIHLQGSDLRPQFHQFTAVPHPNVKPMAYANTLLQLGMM
PP1 inh – counter-screen for PP5 inhibitors: inhibitors of human PP1-alpha; purified PP1alpha, OMFP fluorescence; P62136; actives 0.9% (n = 320,000); inhibition, % at 6.7 µM; AID 2235;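 active = inhibition above the mean inhibition of all tested compounds plus 3 SD, computed separately for each screening campaign, cut at about 15% in these data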
TPT1 inhibitor – blocks Candida albicans tRNA 2'-phosphotransferase; recombinant caTPT1, FP RNA substrate dephosphorylation; inhibition, % at 5 µM; actives 0.81% (n = 300,000); AID 1962;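 active = inhibition above the mean of all tested compounds plus 3 SD, set per screening campaign, cut at about 24% in these data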;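 note: plate controls were DMSO alone for no effect and ferristatin control at 100 nM for full effect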
An asterisk follows results filed as active. Random draw from the library. Share with any hit: about 3.1%.

SMILES	Fh CTSL1 inh	GASC-1 inh	HCV core dimer	Yeast superoxide	EBNA-1 inh	ZTA DNA inh	PP5 inh	PP1 inh	TPT1 inhibitor
CCOC(=O)c1c(C)[nH]c(C)c1S(=O)(=O)N(C)CC(=O)Nc1cc(C)ccc1OC	1	3	2	110	3	14	0.8	-4	-2
Cc1nnc(Nc2ccc(F)cc2)c2ccccc12	5	0	-8	106	9	-6	2.9	0	-1
COc1ccc(NC(=O)Nc2ccc(Cc3ccncc3)cc2)c(OC)c1	3	-4	-17	97	0	-7	3.3	-3	4
N#Cc1nc(-c2ccc(Cl)cc2)oc1NCc1ccco1	10	18	0	126	1	11	2.1	6	3
COc1ncccc1C(=O)N1CCCC(N2CCN(c3cccc(Cl)c3)CC2)C1 (centres undefined)	-1	-2	-1	98	-1	-20	1.9	49*	-2
Clc1ccc(-c2csc(N3CCc4ccccc4C3)n2)cc1	-1	2	0	85	24	-8	-2.3	-7	0
CN(C)c1nnc(-c2ccc(Cl)cc2)o1	-1	-6	-1	95	0	-10	-1.5	-1	-4
CS(=O)(=O)N1N=C(c2ccccc2)CC1c1ccc2c(c1)OCO2 (centres undefined)	3	-2	-2	81	1	4	-0.1	0	3
Cc1cc(Br)c2nc3c(c(C(=O)O)c2c1)CCCCC3	-1	-9	72*	90	-2	-4	-0.8	6	7
CCCN(CC1CC1)C(=S)Nc1ccccc1F	-1	10	-3	85	10	0	2.0	-2	-1
COC(=O)CSc1nnc(-c2ccc(S(=O)(=O)N3CCC(C)CC3)cc2)o1	-1	-3	2	98	1	6	3.1	-3	1
CC(C)CCN1CCN(C2CSCCSC2)CC1CCO (centres undefined)	1	-3	-2	90	-6	-2	-4.1	-4	-3
CC(NC(=O)c1ccc2c(=O)n3c(nc2c1)CCC3)c1ccc(S(N)(=O)=O)cc1 (centres undefined)	-1	17	-1	100	3	-7	-0.1	-2	1
CN(C)CCC(=O)c1ccc2c(c1)OCO2	6	-5	-1	83	-5	6	6.2	-5	2
O=C1CC(NS(=O)(=O)c2cccnc2)CN1c1ccccc1 (centres undefined)	1	2	-2	103	-1	-3	0.5	-5	-1
CCOc1ccc2nc(Cl)c(C3CC(c4ccccc4)=NN3C(=O)c3cccs3)cc2c1 (centres undefined)	1	1	5	76	7	13	-0.2	-4	0
COC(=O)c1cc(NS(=O)(=O)c2ccc(NC(C)=O)cc2)cc(C(=O)OC)c1	-1	-1	-3	95	-3	4	-0.8	-1	0
CNC(=S)N(CCc1c(C)[nH]c2ccccc12)Cc1cc(OC)c(OC)c(OC)c1	2	16	-15	87	-4	-4	3.5	0	-2
COc1ccc(NC(=O)C2=C(C)NC(=S)NC2c2ccc(O)c(OC)c2)cc1 (centres undefined)	0	52	-1	85	4	-2	1.4	-4	6
O=C(CN1C(=O)NC2(CCCCCC2)C1=O)Nc1ccc(S(=O)(=O)N2CCOCC2)cc1	-4	6	3	114	-15	-3	5.1	0	-3
Cc1ccc(NC(=O)CCn2cc(C(F)(F)F)ccc2=O)cc1	-2	-5	0	83	0	-18	2.1	-3	-2
O=C(O)CCSc1nc2ccccc2s1	-1	3	-3	108	1	4	1.3	-2	0
COc1cccc(OC)c1C(=O)Nc1ccc(C(=O)NCc2ccccc2)cc1	0	-9	7	96	4	8	2.4	1	-3
COC(=O)c1ccc(NC(=O)c2nc(S(=O)(=O)Cc3cccc(C)c3)ncc2Cl)cc1	-2	-13	0	152	-14	6	4.0	3	1
CCOc1ccc(OCCN2C(=O)c3ccccc3C2=O)cc1	0	0	1	109	-3	-6	3.6	4	-3

Single records, as listed above. Order of screens: Fh CTSL1 inh, GASC-1 inh, HCV core dimer, Yeast superoxide, EBNA-1 inh, ZTA DNA inh, PP5 inh, PP1 inh, TPT1 inhibitor
O=C(O)CCSc1nc2ccccc2s1 in the list: -1, 3, -3, 108, 1, 4, 1.3, -2, 0
CN(C)CCC(=O)c1ccc2c(c1)OCO2 in the list: 6, -5, -1, 83, -5, 6, 6.2, -5, 2
Clc1ccc(-c2csc(N3CCc4ccccc4C3)n2)cc1 in the list: -1, 2, 0, 85, 24, -8, -2.3, -7, 0
Cc1ccc(NC(=O)CCn2cc(C(F)(F)F)ccc2=O)cc1 in the list: -2, -5, 0, 83, 0, -18, 2.1, -3, -2
COc1cccc(OC)c1C(=O)Nc1ccc(C(=O)NCc2ccccc2)cc1 in the list: 0, -9, 7, 96, 4, 8, 2.4, 1, -3

Remaining list, next part:
SMILES	Fh CTSL1 inh	GASC-1 inh	HCV core dimer	Yeast superoxide	EBNA-1 inh	ZTA DNA inh	PP5 inh	PP1 inh	TPT1 inhibitor
COc1ccccc1NS(=O)(=O)c1cccc(NC(=O)Nc2cccc(Cl)c2)c1	0	-2	0	114	-10	8	6.5	12	4
Cc1ccc(S(=O)(=O)N(C)c2ccccc2)cc1	-4	2	-1	94	-6	-4	1.5	-1	-3
CCC1CCCCN1C(=O)N[C@@H](CCSC)C(=O)OC (some centres undefined)	3	0	-1	91	9	3	-2.5	0	-8
CCc1nnc(NC(=O)CSc2nc3c(C)cccc3[nH]2)s1	6	10	-8	90	0	-15	-0.5	-1	-5
COc1ccc(C)cc1NC(=O)CN(C)S(=O)(=O)c1cc(C)ccc1OC	-3	5	-4	107	1	13	0.2	4	-1
COc1nc(N)nc2nc[nH]c12	2	12	-8	109	1	-19	0.9	-1	-2
Cc1nnc(SCC(=O)Nc2nccs2)s1	2	7	-2	105	-2	-2	1.2	-2	-2
CC1(c2ccccc2Cl)NC(=O)N(CC(=O)Nc2cccnc2Cl)C1=O (centres undefined)	0	5	-1	104	-3	-8	0.4	0	-5
CC(=O)N1CCN(CCN=CC2=C(O)CC(c3ccco3)CC2=O)CC1 (centres undefined)	2	-6	-7	132	5	6	3.4	-4	0
c1cnc(SCCOc2cccc3ccccc23)nc1	1	-4	-5	103	-3	-14	4.5	7	-1
Cc1ccc(-c2nnn(CC(=O)N(CC(=O)NCc3ccccc3)c3cccc(C)c3C)n2)o1	-8	7	8	112	-3	4	8.1	1	4
COc1ccc(OCCC(=O)OCC(=O)NC(=O)NC(C)(C)C)cc1	-19	-9	-4	96	-6	-2	2.3	0	4
CC(=O)c1ccc(NC(=O)c2ccn(C(=O)OCC(C)C)n2)cc1	3	-3	-7	86	4	-2	2.5	-4	1
COc1ccccc1C(=O)NC(=O)OCCn1c(C)cnc1[N+](=O)[O-]	-4	-25	-2	84	4	2	-1.9	3	1
CCCn1c(C)nc2cc(Cl)c(N3CCN(c4nc(-c5ccc(C)cc5)cs4)CC3)cc21	-5	-8	1	94	12	19	2.2	4	-1
CCN(CC)c1ccc(CN2CCC(C(=O)NCc3ccc(C)cc3)CC2)cc1	4	-19	-3	102	-4	11	0.0	-4	5
COc1ccc(NC(=O)Cn2nnc(-c3ccccc3NC(=O)c3ccco3)n2)cc1	1	-20	4	104	-8	7	1.6	2	-6
CCCCCC[C@@H]([C@@H](C)O)n1cnc2c(N)ncnc21	0	-4	-5	105	-11	-5	2.0	-3	-2
COc1ccc(NC(=O)CCNS(=O)(=O)c2ccc(Cl)c([N+](=O)[O-])c2)cc1S(N)(=O)=O	0	3	1	95	4	0	-0.3	-1	-3
Cc1ccsc1/C=N\Nc1cn[nH]c(=O)c1Cl	11	5	2	112	-13	3	3.9	-3	-2
CCC(=O)Nc1nnc(S(=O)(=O)N2CCCC2)s1	-1	22	0	98	3	16	1.1	0	-1
CCN(CC(=O)Nc1ccccc1C(F)(F)F)C(=O)c1oc2ccc(OC)cc2c1C	-2	2	5	93	-6	-5	2.3	-2	0
Cc1ccc(-c2nnc(NC(=O)c3ccco3)o2)c(C)c1	3	14	3	106	-16	11	-0.7	0	0
N#C/C=C/C(=C\Nc1ccc(Cl)cc1)S(=O)(=O)c1ccccc1	1	-18	2	112	-2	-7	1.7	0	1
CC(C)(C)c1csc(NC(=O)C2COc3ccccc3O2)n1 (centres undefined)	1	8	13	128	2	-7	-2.2	5	-3

(more compounds)
SMILES	Fh CTSL1 inh	GASC-1 inh	HCV core dimer	Yeast superoxide	EBNA-1 inh	ZTA DNA inh	PP5 inh	PP1 inh	TPT1 inhibitor
COc1ccc(NC(=O)CNC(c2ccccc2)c2ccccc2)cc1Cl	0	1	3	110	-8	0	1.8	2	1
CCOc1ccc(NC(=O)CCc2nnc3ccc(N4CCC(C)CC4)nn23)cc1	-3	57	2	111	2	-13	-3.5	-3	1
Cc1oc(-c2ccc(Cl)cc2)nc1CS(=O)CC(=O)NCCN1CCCCCC1 (centres undefined)	0	4	-4	113	-14	-14	-0.6	1	0
COc1ccc(-n2c(Cc3cccn3C)nnc2SCC(=O)NCCc2ccccc2)cc1	-1	-23	-1	119	-10	-4	5.5	-5	-2
Cc1ccn2c(=O)cc(C)nc2c1	4	-2	2	83	10	1	-0.9	-3	-2
Cc1sc2c(c1C)c(=O)n(-c1cccc(C(F)(F)F)c1)c(=O)n2CC(=O)NCc1ccco1	2	-16	24	103	-2	19	-2.4	4	-1
Cc1ccc(-c2nc3cc(N)ccc3o2)c(C)c1	-1	3	-1	103	4	-15	2.1	1	-2
CSc1nc(O)c(C(c2ccccc2)c2c(O)nc(SC)[nH]c2=O)c(=O)[nH]1	5	5	-4	102	10	-9	1.2	-2	-2
O=C1NCCCC2c3c(cc(Br)c(O)c3Br)OC12N1CCOCC1 (centres undefined)	0	3	-6	103	5	-3	7.6	3	1
O=C(CN1CCCC1)Nc1ccc(Br)cc1	1	-7	-4	106	-1	-15	1.0	-3	-7

In another format: results already given
SMILES: Cc1ccc(-c2nc3cc(N)ccc3o2)c(C)c1
  Fh CTSL1 inh: -1
  GASC-1 inh: 3
  HCV core dimer: -1
  Yeast superoxide: 103
  EBNA-1 inh: 4
  ZTA DNA inh: -15
  PP5 inh: 2.1
  PP1 inh: 1
  TPT1 inhibitor: -2

SMILES: CSc1nc(O)c(C(c2ccccc2)c2c(O)nc(SC)[nH]c2=O)c(=O)[nH]1
  Fh CTSL1 inh: 5
  GASC-1 inh: 5
  HCV core dimer: -4
  Yeast superoxide: 102
  EBNA-1 inh: 10
  ZTA DNA inh: -9
  PP5 inh: 1.2
  PP1 inh: -2
  TPT1 inhibitor: -2
